# From PubChem BioAssay
# AGP1-GFP MLPCN = yeast TOR pathway AGP1-GFP modulation | S. cerevisiae AGP1-GFP multiplex flow cytometry, 3 h; GFP as percent of DMSO wells | GFP response vs DMSO, % at 10 µM | hit rate 0.02% among 320,000;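 active = GFP response relative to DMSO above a set limit, near screen average plus 3 SD, cut at about 150% in these data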;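 note: median GFP channel fluorescence of the gated AGP1 strain per well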
# LAP4-GFP MLPCN = yeast TOR pathway LAP4-GFP modulation; GFP response vs DMSO, % at 10 µM; hit rate 0.34% among 320,000; S. cerevisiae LAP4-GFP multiplex, flow cytometry GFP, 3 h; median GFP as percent of DMSO wells;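 active = GFP response vs DMSO above a set limit, about the screen mean plus 3 SD, cut at about 150% in these data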
# AHR act = human AHR activation. AHR-responsive luciferase reporter cells, luminescence. activation, % at 5 µM. hit rate 2.5% among 320,000. AID 2796; in the data active = activation above about 47%;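 note: 0% = vehicle wells and 100% = reference agonist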
# Target sequence (P35869 whole entry, looked up): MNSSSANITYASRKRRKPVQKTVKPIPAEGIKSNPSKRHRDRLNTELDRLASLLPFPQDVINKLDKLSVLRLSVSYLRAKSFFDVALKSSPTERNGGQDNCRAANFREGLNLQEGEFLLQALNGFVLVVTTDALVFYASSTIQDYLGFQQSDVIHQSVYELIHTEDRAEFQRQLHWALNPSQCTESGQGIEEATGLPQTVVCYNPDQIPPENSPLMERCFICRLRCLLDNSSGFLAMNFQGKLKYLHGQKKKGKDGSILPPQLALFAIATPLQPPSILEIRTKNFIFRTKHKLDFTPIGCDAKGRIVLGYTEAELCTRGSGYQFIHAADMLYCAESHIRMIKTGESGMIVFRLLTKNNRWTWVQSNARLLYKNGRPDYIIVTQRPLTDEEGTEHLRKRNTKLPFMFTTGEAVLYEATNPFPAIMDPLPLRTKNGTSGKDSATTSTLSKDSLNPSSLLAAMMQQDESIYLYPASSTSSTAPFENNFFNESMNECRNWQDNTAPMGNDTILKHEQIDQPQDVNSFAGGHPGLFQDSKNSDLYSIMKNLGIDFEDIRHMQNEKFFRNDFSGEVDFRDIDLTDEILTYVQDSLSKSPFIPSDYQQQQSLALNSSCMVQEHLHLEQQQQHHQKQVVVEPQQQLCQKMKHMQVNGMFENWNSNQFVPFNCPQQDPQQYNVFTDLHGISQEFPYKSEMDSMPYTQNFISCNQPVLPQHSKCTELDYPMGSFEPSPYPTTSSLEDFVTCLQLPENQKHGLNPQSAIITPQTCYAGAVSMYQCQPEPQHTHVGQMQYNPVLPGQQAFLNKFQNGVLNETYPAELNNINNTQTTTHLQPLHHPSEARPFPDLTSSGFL
# RPL19A TOR yeast = alters RPL19A-GFP fluorescence in TOR pathway yeast screen; S. cerevisiae RPL19A-GFP strain, flow cytometry, 3 h; active compounds read low; percent response vs DMSO, % at 10 µM; hit rate 0.3% among 330,000;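 active = percent response vs DMSO below 50%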;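 note: median channel GFP fluorescence of the barcoded RPL19A-GFP strain; ratio of sample median GFP to plate DMSO average so 100% = DMSO; lower means less RPL19A-GFP as with rapamycin TOR inhibition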
# CIT2-GFP yeast = yeast TOR pathway CIT2-GFP modulation; S. cerevisiae CIT2-GFP strain, flow cytometry, 3 h; 100 means same as DMSO wells; GFP response vs DMSO, % at 10 µM; hit rate 0.065% among 320,000; AID 2029;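 active = GFP response relative to DMSO above a set limit, near the screen mean plus 3 SD, cut at about 150% in these data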;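 note: ratio of well median GFP fluorescence to mean of DMSO wells on the plate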
# MEP2-GFP yeast = modulators of TOR pathway MEP2-GFP in S. cerevisiae. hit rate 0.51% among 330,000. S. cerevisiae MEP2-GFP strain, flow cytometry GFP, 3 h; 100% = DMSO control level. AID 2016. GFP response vs DMSO, % at 10 µM;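 active = GFP response versus DMSO above a set limit, roughly screen mean plus 3 SD, cut at about 180% in these data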;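 note: median GFP fluorescence of the barcode-gated MEP2-GFP cells per well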
# CR mimetic SO = lowers age-related superoxide in aged yeast cells | S. cerevisiae aged cells, superoxide DHE fluorescence; active compounds read low | superoxide response (% of plate mean), % at 10 µM | hit rate 0.18% among 330,000 | AID 2690;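 active = superoxide response under a set limit, about three screen SD below normal, cut at about 65% in these data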;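 note: yeast aged for seven days with compound at 30 °C before DHE staining; 100% = average MFI of all compound-treated wells on the plate with controls excluded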
# Efflux pump mplx = antifungal efflux pump inhibition, Nile Red retention. S. cerevisiae Candida pump triplex. inhibition, % at 10 µM. hit rate 0.44% among 330,000. AID 485275;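 active = plate passing quality check with inhibition over a set limit, or well fluorescence over plate mean plus 4 SD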;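 note: Nile Red retained in pooled yeast measured as flow cytometry median fluorescence; 0% = buffer negative control and 100% = Enniatin B positive control; higher means more Nile Red kept so more efflux inhibition; some compounds called inactive have numbers as strong as hits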
# The depositor's hits bear a star; . = no result given.
SMILES,AGP1-GFP MLPCN,LAP4-GFP MLPCN,AHR act,RPL19A TOR yeast,CIT2-GFP yeast,MEP2-GFP yeast,CR mimetic SO,Efflux pump mplx
COc1ccc(COC(=O)C2=C(C)NC(=O)NC2c2ccc(F)cc2)cc1 (configuration not stated),107,96,5,101,108,102,112,0.1
CC(OC(=O)CCc1nc2ccccc2c(=O)[nH]1)C(=O)Nc1ccc2c(c1)OCO2 (configuration not stated),103,95,6,105,105,105,100,0.0
CCCOc1ccc(NC(=O)C2CC(=O)N3CCCN=C3S2)cc1 (configuration not stated),104,101,0,104,110,103,65*,-0.1
COc1ccc(C(C)=O)cc1COc1cc(C)c(Cl)c(C)c1,99,98,17,89,96,93,97,0.0
COc1ccc(Cl)cc1S(=O)(=O)N1CCC(C(=O)NCCc2ccccc2)CC1,102,109,-2,96,99,99,84,-0.1
Cc1nn2c(CN(C(=O)CN3CCOCC3)c3ccccc3)nnc2c2ccccc12,97,95,2,97,98,98,116,0.1
COC(=O)C1=C(C(=O)OC)[C@@H]2N(C)c3ccccc3[C@@]23C[C@@H](CO)N(C(=O)NCCBr)C3=N1,98,94,2,97,100,99,98,0.0
O=S(=O)(c1ccc(N2CCN(S(=O)(=O)c3ccc4c(c3)OCCO4)CC2)nc1)N1CCCC1,.,105,2,99,102,101,103,0.1
CCCCCc1cc(=O)oc2c(C(CCN3CCN(c4ccccc4)CC3)c3ccc4c(c3)OCO4)c(OC)cc(OC)c12 (configuration not stated),103,103,0,100,97,106,100,0.1
COCCCNc1nc(-c2ccc(Cl)cc2)nc2ccccc12,95,96,98*,95,88,105,104,-0.2
CC(c1ccccc1)N(CCC(c1ccccc1)C1CCOC(C)(C)C1)C(=O)c1ccco1 (configuration not stated),104,98,1,109,95,106,89,0.1
Cc1ccc2nc(C3CCCCC3)[nH]c2c1,93,85,46,94,100,98,104,0.0

# Eleven consecutive compounds out of the list so far:
SMILES,AGP1-GFP MLPCN,LAP4-GFP MLPCN,AHR act,RPL19A TOR yeast,CIT2-GFP yeast,MEP2-GFP yeast,CR mimetic SO,Efflux pump mplx
CC(OC(=O)CCc1nc2ccccc2c(=O)[nH]1)C(=O)Nc1ccc2c(c1)OCO2 (configuration not stated),103,95,6,105,105,105,100,0.0
CCCOc1ccc(NC(=O)C2CC(=O)N3CCCN=C3S2)cc1 (configuration not stated),104,101,0,104,110,103,65*,-0.1
COc1ccc(C(C)=O)cc1COc1cc(C)c(Cl)c(C)c1,99,98,17,89,96,93,97,0.0
COc1ccc(Cl)cc1S(=O)(=O)N1CCC(C(=O)NCCc2ccccc2)CC1,102,109,-2,96,99,99,84,-0.1
Cc1nn2c(CN(C(=O)CN3CCOCC3)c3ccccc3)nnc2c2ccccc12,97,95,2,97,98,98,116,0.1
COC(=O)C1=C(C(=O)OC)[C@@H]2N(C)c3ccccc3[C@@]23C[C@@H](CO)N(C(=O)NCCBr)C3=N1,98,94,2,97,100,99,98,0.0
O=S(=O)(c1ccc(N2CCN(S(=O)(=O)c3ccc4c(c3)OCCO4)CC2)nc1)N1CCCC1,.,105,2,99,102,101,103,0.1
CCCCCc1cc(=O)oc2c(C(CCN3CCN(c4ccccc4)CC3)c3ccc4c(c3)OCO4)c(OC)cc(OC)c12 (configuration not stated),103,103,0,100,97,106,100,0.1
COCCCNc1nc(-c2ccc(Cl)cc2)nc2ccccc12,95,96,98*,95,88,105,104,-0.2
CC(c1ccccc1)N(CCC(c1ccccc1)C1CCOC(C)(C)C1)C(=O)c1ccco1 (configuration not stated),104,98,1,109,95,106,89,0.1
Cc1ccc2nc(C3CCCCC3)[nH]c2c1,93,85,46,94,100,98,104,0.0

# Remaining list, next part
SMILES,AGP1-GFP MLPCN,LAP4-GFP MLPCN,AHR act,RPL19A TOR yeast,CIT2-GFP yeast,MEP2-GFP yeast,CR mimetic SO,Efflux pump mplx
O=C(COC(=O)c1ccc(NS(=O)(=O)c2ccc3c(c2)OCCO3)cc1)NC1CCS(=O)(=O)C1 (configuration not stated),101,99,5,98,94,99,102,0.1
C[C@H]1CC[C@H]2C(=O)N3[C@H](c4ccccc4Br)[C@@H](C)CC[C@H]3C(=O)N2[C@@H]1c1ccccc1Br,99,98,0,99,92,102,99,0.2
Nc1n[nH]c2ccccc12,103,102,18,101,95,98,96,0.0
O=[N+]([O-])c1ccc(N2CCN(S(=O)(=O)c3ccccc3)CC2)cc1N1CCc2ccccc2C1,87,87,1,93,82,91,104,0.1
Clc1nccnc1N/N=C/c1ccc(Br)cc1,89,109,63*,93,96,94,96,0.0
CC(O)CNc1nc2c(c(=O)n(C)c(=O)n2C)n1CCc1ccccc1 (configuration not stated),63,92,3,101,78,122,113,0.0
O=C1CCN(C(=O)c2ccccc2)C2CCCCC12 (configuration not stated),108,116,1,113,.,106,134,0.0
Cc1cc(Cl)ccc1OCCCC(=O)NCc1ccncc1,100,94,-1,104,104,96,124,0.1
O=c1[nH]c(-c2ccccn2)nc(C(F)(F)F)c1Br,97,242*,1,108,93,113,112,-0.2
COc1ccc(-c2nn(-c3ccccc3)cc2/C=C/C(=O)OCC(=O)Nc2cccc(C#N)c2)cc1,99,97,3,103,107,99,99,-1.1
OC(CN1CCN(C(c2ccccc2)c2ccccc2)CC1)c1ccc(Br)cc1 (configuration not stated),106,112,1,92,103,98,97,-0.1
O=C(CN1CCN(Cc2ccccc2)CC1)NCCNc1ccc([N+](=O)[O-])cn1,99,102,0,98,101,101,100,0.1
COc1ccc(C2(C(=O)N3CCC(n4nc(-c5ccccc5)oc4=O)CC3)CC2)cc1,104,101,1,104,106,107,95,-0.1
Cc1ccc(Cn2c(=O)n(-c3ccccc3)c(=O)c3ccc(C(=O)NCc4ccco4)cc32)cc1,112,99,1,107,108,105,102,-0.2
CS(=O)(=O)N(CC(=O)N1CCCC1)c1cc(Cl)c(Cl)cc1Cl,103,102,-1,96,95,97,88,0.2
Cc1ccc(CN(CC(=O)NCc2ccccn2)S(=O)(=O)c2ccccc2)cc1,87,80,-1,107,97,103,96,0.4
CCCNC(=O)c1cccc(C(F)(F)F)c1,.,108,-1,93,95,106,91,0.0
NC(N)=NC1=NC(=O)C(Cc2ccccc2Cl)S1 (configuration not stated),.,.,-3,99,.,100,103,-0.1
CSc1ccc(CNC(=O)CCn2ccc3cc(S(=O)(=O)N4CCCC4)ccc32)cc1,103,103,0,96,99,108,113,0.0
Cc1ccc(NC(=O)CSc2nc3ccccc3c(=O)n2CCCC(=O)NCCCN2CCOCC2)cc1C,100,99,-1,96,96,96,97,-0.1
COc1ccc(NC(=O)CN(C)C(=O)C2CC(=O)N(Cc3ccc(C)cc3)C2)cc1 (configuration not stated),111,107,0,101,95,99,112,0.0
C/C(=N\NC(=S)Nc1cc(S(=O)(=O)N2CCOCC2)ccc1Cl)c1ccc(N2CCOCC2)cc1,103,102,9,102,105,105,88,-0.3
Cc1cc(C)c(OCCN(C)Cc2ccccc2)c(Br)c1,109,98,1,106,105,100,93,-0.4
COCCN(Cc1cc2cc3c(cc2nc1Cl)OCO3)C(=O)Nc1ccccc1OC,96,95,12,93,92,95,110,0.1
COCCn1c(C)cc(C(=O)CSc2nnc(C)s2)c1C,102,107,-7,97,104,98,107,-0.1
COc1ccc2oc(=O)c(C(C)=O)cc2c1,99,96,2,100,102,102,123,0.0
COc1ccc(Br)cc1CN1CCN(C(=O)c2ccc(OC)c(OC)c2)CC1,101,101,5,98,98,99,93,0.0
CN1CCC(=O)N(CCOc2ccccc2)CC1,76,102,1,94,67,89,105,0.1
CC1(C)N=C2C(=[N+]1[O-])CCC/C2=N\O,107,102,3,102,104,105,89,-0.1
COC(=O)CNC(=O)COC(=O)Cc1ccc(Cl)cc1,106,121,2,95,98,104,92,-0.1
CN1CCN(C(=O)c2ccccc2NC(=O)C(C)(C)C)CC1,105,105,0,97,102,97,97,0.0
CN1CCN(c2ccccc2NC(=O)c2cccc([N+](=O)[O-])c2)CC1,112,115,21,105,101,108,98,0.0
Cc1ccc(N2C(=O)c3ccccc3C2O)nc1 (configuration not stated),90,107,0,94,80,93,110,0.2
N/C(=N\c1nc2ccccc2o1)NC(=O)c1ccc(Cl)cc1,98,95,68*,105,105,110,94,0.8
CCC(C(=O)NC1CCCC1)N(C(=O)c1snc(C(N)=O)c1N)c1ccc(OC)cc1 (configuration not stated),101,101,1,106,104,110,95,0.1
COc1ccc(C2C(C#N)=C3NC(=O)c4c(sc5c4CCCCC5)N3C3=C2C(=O)CC(C)(C)C3)cc1 (configuration not stated),106,95,6,99,98,100,90,0.0
N#Cc1cccc2cccc(S(=O)(=O)N3CCOCC3)c12,106,110,2,104,115,114,122,0.1
CC(=O)c1nn(-c2ccc(Br)cc2)cc1C(=O)c1ccccc1,99,95,7,103,102,104,88,0.0
CC1CN(C(=O)CCC(=O)N2CCCCC2)c2ccccc2O1 (configuration not stated),102,100,1,104,107,104,98,0.1
CC(C)N(CCNCc1nnc(-c2ccccc2)o1)C(C)C,106,112,4,100,105,103,100,0.0
CCN(CC)c1ccc(C=Nc2ccc(N(C)C)cc2)c(O)c1,99,104,28,98,94,106,100,0.7
N#C/C(=C(/O)c1ccc(C(=O)c2ccccc2)cc1)c1nc2ccccc2[nH]1,105,118,2,96,104,102,98,0.1
Cc1cc(C)n2cc(CSc3ccccn3)nc2n1,99,92,7,106,105,104,102,1.0
Nc1ccc(NC(=O)NC2CCCCC2)cc1,103,112,-2,108,92,96,106,-0.2
O=[N+]([O-])c1ccccc1NCCNS(=O)(=O)c1ccc(Cl)cc1,97,93,0,103,100,98,101,-0.2
O=C(c1cc2cc([N+](=O)[O-])ccc2s1)N1CCOCC1,84,100,2,93,82,92,104,0.4
COc1ccc(CN(C(=O)c2cc3ccccc3oc2=O)C2CCCC2)cc1,.,100,-3,97,92,97,94,-0.1
CN(C)Cc1nc2ccccc2c(=O)n1Cc1nc(-c2cc3ccccc3o2)cs1,105,106,44,102,104,109,94,0.1
Cc1ccc(-c2nc(CS(=O)CC(=O)N3CCN(c4ncccn4)CC3)c(C)o2)cc1 (configuration not stated),99,111,-1,97,103,108,64*,0.0
CCOc1nc2cnccc2n(CC(=O)Nc2cccc(C)c2)c1=O,113,106,5,94,101,97,88,0.0
CCN1CCN(Cc2ccc(NC(=O)c3cc(NC(=O)C4=NN(c5ccccc5)C(=O)C4)cc(OC)c3)cc2C(F)(F)F)CC1,93,111,0,103,113,91,97,0.1
Cc1ccc(C)c(C(=O)CC2(O)C(=O)N(C)c3ccccc32)c1 (configuration not stated),100,102,-2,95,97,103,96,0.0
COCCn1c(=NC(=O)/C=C/c2ccccc2)sc2cc(NC(C)=O)ccc21,98,102,18,106,103,109,111,-0.1
Cc1cc2ncn(S(=O)(=O)N(C)C)c2cc1C,98,98,-8,97,88,102,108,0.1
O=C(/C=C/c1ccco1)Nc1cccc(NC(=O)/C=C/c2ccco2)n1,91,101,20,103,101,103,92,-0.5
CN(Cc1ccccc1)S(=O)(=O)c1ccc(OCC(=O)N2CCC(C(N)=O)CC2)cc1,106,106,0,99,109,112,109,-0.1
Cc1ccc(C(=O)NCc2ccc(Cl)c(Cl)c2)o1,96,102,2,100,96,108,92,0.0
CC(C)NC(=O)c1ccc(-c2cc(C(F)(F)F)ccc2Cl)o1,.,96,0,103,104,99,107,0.1
Cc1ccc2c(c1)sc1nc(=O)n(-c3ccccc3)c(=O)n12,.,.,-4,97,.,98,102,0.4
